# HCV inh – HCV inhibition; actives 3.4% (n = 340,000); Huh7.5.1 HCVcc-Cre infection, luciferase reporter, 44 h; Potency, µM (highest dose often 41.8 µM), inactives show at the highest dose activity change, negative = inhibition, hits mostly inhibitors; AID 651820; also: potency is read from the fitted curve at half-maximal effect; % is scaled to controls: 0 for no effect and ±100 for the full control effect
#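 Infectious HCVcc-Cre (~0.5 moi) was added to cells just after compound, with cells seeded 4 h earlier at 1,000 per well. Luciferase activity after 44 h culture reported infection; substrate was incubated 15 min at room temperature before reading.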
# Giardia FBPA inh – blocks Giardia fructose-bisphosphate aldolase activity. purified Giardia FBPA. Potency, µM (doses to about 59.6 µM), without a hit: at the highest dose activity, negative = inhibition, hits mostly inhibitors. actives 0.71% (n = 290,000). AID 2451; also: potency is read from the fitted curve at half-maximal effect; % is scaled to controls: 0 for no effect and ±100 for the full control effect; nearly all actives have a fitted effect of over 55% in size
# Target sequence (A8B2U2 whole entry, looked up): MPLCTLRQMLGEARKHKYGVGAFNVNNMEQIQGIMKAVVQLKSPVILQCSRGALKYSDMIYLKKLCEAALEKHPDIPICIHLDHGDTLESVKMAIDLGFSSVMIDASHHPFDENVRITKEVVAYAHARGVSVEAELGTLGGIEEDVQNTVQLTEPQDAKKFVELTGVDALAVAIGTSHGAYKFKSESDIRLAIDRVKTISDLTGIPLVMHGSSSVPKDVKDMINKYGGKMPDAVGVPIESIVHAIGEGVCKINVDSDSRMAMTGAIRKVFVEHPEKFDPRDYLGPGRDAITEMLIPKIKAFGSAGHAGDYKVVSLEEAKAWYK
#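 40 nM FBPA preincubated 10 min at RT with compound (up to 57.5 uM final), then substrate plus GAPDH/TPI/NAD/arsenate coupling and diaphorase/resazurin added. Fluorescence read after 20 min at RT, 525/598 nm.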
# CHX counter – counter-screen for Shiga toxin inhibitors: cycloheximide protein synthesis inhibition; actives 12% (n = 300,000); max response, %; cell reporter, cycloheximide protein synthesis inhibition counterscreen; in the data active = max response mostly above about 13%, no sharp cut-off; inactive = mostly below about 14%; also: read at 38.3 µM for the half of the compounds with a filed dose; 0% is about no effect
# Pf growth 48h – inhibits P. falciparum growth in the first generation, 48 h | P. falciparum luciferase growth in erythrocytes, 48 h | Potency, µM (titrated, usually from 28.7 µM), inactives show at the highest dose activity change, negative = inhibition, most hits filed as inhibitors | actives 5.9% (n = 310,000); also: potency is read from the fitted curve at half-maximal effect; % is scaled to controls: 0 for no effect and ±100 for the full control effect
#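 Luciferase-expressing parasites in RBCs, 2% Hct / 0.1% parasitemia final; RPMI 1640 + 0.5% Albumax; 37 C, 5% CO2, one generation; luminescence read-out, lower signal = inhibition.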
# Pf growth 96h – P. falciparum growth inhibition at 96 hours. P. falciparum luciferase reporter growth, 96 h. Potency, µM (highest dose often 28.7 µM), inactives show at the highest dose activity change, negative = inhibition, most hits filed as inhibitors. actives 6.9% (n = 320,000); also: potency is read from the fitted curve at half-maximal effect; % is scaled to controls: 0 for no effect and ±100 for the full control effect
#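 96 h incubation, 37 C, 5% CO2, of luciferase-reporter P. falciparum-infected RBCs (2% hematocrit, 0.05% parasitemia final) with test compounds; endpoint luminescence.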
# Shiga inhibitor – inhibitors of Shiga toxin in Vero cells | Vero cells, Shiga toxin protein synthesis inhibition reporter | inhibition, % at 38.7 µM | actives 9.2% (n = 290,000) | AID 2315; in the data active = inhibition mostly above about 28%, no sharp cut-off; inactive = mostly below about 43%; also: 0% is about no effect
# Active calls of the source: *; ? = inconclusive; nt = no result given; [ ] = another dose, or the depositor's remark. Unless noted, calls follow the shape of the dose curve; as a rule, active = well fitted curve in the direction sought with a large enough effect; inconclusive = small, poorly fitted or top-dose-only effect, or another doubt; inactive = no such curve, though single readings can be large; an effect the other way counts as inactive or inconclusive.
# Each structure is followed by: HCV inh	Giardia FBPA inh	CHX counter	Pf growth 48h	Pf growth 96h	Shiga inhibitor
COc1ccc(C(=O)Nc2c(N)nc(SCC(=O)N3CCC(C)CC3)[nH]c2=O)cc1OC
  8.1%	-3.1%	-3.1	nt	2.2%	-18.9
CCCN1CNC(=S)N(c2cccc(C)c2C)C1
  30.7%[activator]	nt	-1.3	8.3%	8.5%	1.1
CN(C[C@H](Cc1ccccc1)N(CCN(CCc1ccccc1)N=O)N=O)N=O
  4.4%	-3.9%	-2.2	-21.5%	-8.6%	-9.2
O=C(CC1SC2=NCCN2C1=O)Nc1ccc(Cl)cc1 (configuration not stated)
  7.9%	-0.4%	-1.5	11.5%	2.7%	-9.7
CCOC(=O)N1CCC2(O)CCCCC2C1c1ccc(F)cc1 (configuration not stated)
  -3.5%	6.6%	-2.2	?	-19.9%	-3.2
CCOc1ccccc1NC(=O)CCc1nnc2ccc(N3CCC4(CC3)OCCO4)nn12
  11.2%	1.1%	-3.6	?	-9.2%	-4.5
Cc1c(C#N)c(=O)oc2ccc3ccccc3c12
  5.5%	-0.6%	0.7	-5.3%	-11.0%	10.5
COc1ccc(OC)c(-n2c(=S)[nH]c3c(sc(=S)n3-c3ccccc3)c2=O)c1
  2.6%	23.2%	-3.7	4.0%	?	-5.2
Cc1cc(C(=O)C(C)OC(=O)c2ccc(NC(=O)CC#N)cc2)c(C)n1-c1ccc(OC(F)F)cc1 (configuration not stated)
  ?	nt	nt	5.86µM*	?	nt
COc1ccc(NC(=O)C2=CC(c3ccc(C)cc3)=NS(=O)(=O)N2C)cc1
  -6.3%	-11.7%	4.2	17.3%	12.6%	0.5
COC(=O)OCC12CCC(O1)C1(C)C(=O)OCC21 (configuration not stated)
  1.1%	5.2%	-2.1	12.6%	-3.2%	-4.7
Cc1cc(C)cc(N(C(=O)Cc2cccs2)C(C(=O)NC2CCCCC2)c2ccccn2)c1 (configuration not stated)
  -20.1%	3.6%	10.7	?	?	-10.8
CCC(CC)c1nnc(NC(=O)C2=NNC(=O)CC2)s1
  19.8%	-14.1%	2.7	14.2%[5.75 µM]	21.1%	16.0
COc1ccc(C(=O)NCCOc2cccc(Oc3ccccc3)c2)cc1OC
  ?	nt	nt	?	?	nt
CC(C)Cn1c(N)c(C(=O)NCCN2CCOCC2)c2nc3ccccc3nc21
  13.8%	?	-1.5	3.7µM*	18.1%	-1.2
CN(C)c1nc(N)nc(Cn2ccnc2)n1
  13.6%	-6.9%	3.1	4.6%	2.1%	4.0
Cc1ccc(NC(=O)CCC(=O)N/N=C/c2coc3ccccc3c2=O)cc1
  14.8%	-0.4%	9.9	2.7%	98.3%[activator]	-1.7
CCC1CCCCN1CCCNC(=O)Cn1cc2c(n1)-c1c(oc(C(=O)N3CCCC3)c1C)CC2 (configuration not stated)
  10.5%	nt	-1.8	?	32.8%[activator]	-0.9
O=C(NCC1CCCO1)c1cnn2c(C(F)F)cc(C3CC3)nc12 (configuration not stated)
  -12.8%	nt	-2.3	-17.1%	-13.7%	-13.1
COc1cc(/C=N/NC(=O)c2cccnc2)ccc1OC(=O)c1ccc2c(c1)OCO2
  12.8%	nt	35.8	27.4%	37.5%[activator]	16.7

# (listing goes on)
# Each structure is followed by: HCV inh	Giardia FBPA inh	CHX counter	Pf growth 48h	Pf growth 96h	Shiga inhibitor
COc1cc2c(cc1OC)C1=C(C#N)CN(CC(=O)O)CN1CC2
  -2.3%	-22.8%	-1.9	nt	?	-3.0
O=C(Cc1ccccc1)N1N=C(c2ccncc2)CC1(O)C(F)(F)F (configuration not stated)
  12.6%	3.5%	-1.2	?	13.1µM*	-6.3
COc1ccc(OCCCC(=O)OC(C)C(=O)Nc2ccc(C)cc2)cc1 (configuration not stated)
  -50.0%	nt	nt	-1.0%	9.9%	nt
CCOc1ccc(CCNC(=O)CSc2cc(=O)n(C)c3ccc(Cl)cc23)cc1OCC
  -8.0%	-3.4%	-4.6	?	-8.4%	-10.9
CCCN(C(=O)Cc1coc2cc(C)c(C)cc12)c1c(N)n(Cc2ccccc2)c(=O)[nH]c1=O
  1.9%	nt	nt	?	?	nt
COC(=O)/C(C#N)=C/c1c(N2CCN(Cc3ccc4c(c3)OCO4)CC2)nc2c(C)cccn2c1=O
  27.9%	1.8%	-1.6	?	?	19.2
O=C(CNc1ccccc1-c1ccccc1)NCc1ccccc1
  10.5%	-7.0%	-1.4	?	?	-3.0
CCOC(=O)N1CCN(C2CCCN(C(=O)c3ccccc3N(C)C)C2)CC1 (configuration not stated)
  18.8%	nt	1.3	?	15.5%	-20.9
CCc1nn(C(CC)C(=O)NCCc2ccc(OC)cc2OC)c(=O)c2cc3occc3n12 (configuration not stated)
  ?	5.3%	-2.4	3.6%	2.6%	-1.6
COc1nsnc1N1CCOCC1
  27.4%	5.6%	-5.8	19.8%	?	-7.7
O=C(NCC1CCN(Cc2cccc(Cl)c2)CC1)C1CCCN(c2ncnc3c2nc2n3CCCCC2)C1 (configuration not stated)
  ?	4.3%	-3.9	?	-18.6%	9.0
COc1ccccc1C(=O)NC(=O)Nc1cccc(Cl)c1
  -10.9%	-9.9%	48.9*	63.0%[activator]	?	130.1*
Cc1ccccc1N=C1N=C(N)c2ccccc21
  14.6%	-6.1%	-1.4	1.4%	13.0%	14.6
COc1cccc(COC(=O)Nc2ccccc2F)c1
  -4.9%	6.7%	29.3*	262.7%[activator]	330.0%[activator]	117.0*
O=S(=O)(NC1CC(NS(=O)(=O)OCC(Cl)(Cl)Cl)C2CCCCC12)OCC(Cl)(Cl)Cl (configuration not stated)
  -8.5%	-2.1%	-1.5	10.3%	?	-8.0
S=C(NCc1cccs1)Nc1ccccc1
  32.3%[activator]	-0.5%	-0.5	15.7%	-9.0%	4.5
O=C(NCc1ccc(Cl)cc1)c1cc(=O)[nH]c2ccc(S(=O)(=O)N3CCOCC3)cc12
  10.9%	0.5%	-3.5	16.6%	9.3%	2.6
CCOc1ccc(/C=C/C(=O)N(CC)CC(=O)Nc2ccc3c(c2)OCCO3)cc1OC
  -7.9%	nt	nt	?	?	nt
O=C(NC1CCCCC1)NC1CCN(CC(=O)N2CCOCC2)CC1
  8.8%	-10.0%	-4.0	13.9%	23.3%	-5.7
Cc1ccc(-n2c(C)cc(/C([O-])=C(/C(=S)Nc3ccc(F)c(Cl)c3)[n+]3ccccc3)c2C)cc1
  ?	?	7.6	nt	?	15.0

# The list goes on, starting with the last three of the part before.
# Each structure is followed by: HCV inh	Giardia FBPA inh	CHX counter	Pf growth 48h	Pf growth 96h	Shiga inhibitor
CCOc1ccc(/C=C/C(=O)N(CC)CC(=O)Nc2ccc3c(c2)OCCO3)cc1OC
  -7.9%	nt	nt	?	?	nt
O=C(NC1CCCCC1)NC1CCN(CC(=O)N2CCOCC2)CC1
  8.8%	-10.0%	-4.0	13.9%	23.3%	-5.7
Cc1ccc(-n2c(C)cc(/C([O-])=C(/C(=S)Nc3ccc(F)c(Cl)c3)[n+]3ccccc3)c2C)cc1
  ?	?	7.6	nt	?	15.0
CC(=O)c1ccc(NC(=O)CNC2CCCCC2)cc1
  -24.5%	?	11.1	0.4%[0.00184 µM]	3.7%	7.8
COc1ccc(OC)c(CN2CCC(C(=O)N(C)CCc3ccc(OC)c(OC)c3)CC2)c1
  -18.3%	?	7.4	?	?	12.7
Cc1ccc(/C=C/C2=NN(Cc3ccccc3Cl)C(=O)CC2)cc1
  -2.7%	-3.6%	4.1	-12.8%	nt	4.6
CC(C)N1CCC(N2CCN(C/C=C/c3ccc(F)cc3)CC2CCO)CC1 (configuration not stated)
  10µM*	3.7%	-1.4	?	15.2%	8.3
CNC(=O)NC(=O)C(C)OC(=O)c1cc2c(s1)CCCCC2 (configuration not stated)
  2.5%	2.3%	-5.9	11.4%	-14.9%	-3.2
C=C1O[C@@](CO)(n2cnc3c(N)ncnc32)[C@H](O)[C@@H]1O
  nt	0.5%	1.0	nt	nt	-8.9
O=C(Nc1cccc(Cl)c1N1CCOCC1)c1ccco1
  -10.2%	23.5%	-1.4	17.3%	-26.9%	-6.5
NC(=O)C1=C[C@@H](c2ccc(C(F)(F)F)cc2)C[C@@H](OCc2ccc(CO)cc2)O1
  13.0%	-22.8%	-1.0	3.2%	-4.6%	-6.4
CCOC(=O)N1CCN(C(=O)CN(Cc2ccccc2)S(C)(=O)=O)CC1
  12.1%	2.2%	-1.8	-5.9%	244.4%[activator]	10.6
CCCn1c(/N=C/c2ccccc2O)nc2ccccc21
  10.9%	-2.1%	-1.3	43.0%[activator]	?	-12.0
O=C(COc1ccccc1)Nc1c2c(nn1-c1ccc(F)cc1)CS(=O)(=O)C2
  21.0%	nt	-3.0	18.8%	52.6%[activator]	-14.2
O=S(=O)(Nc1ccc2c(c1)OCCO2)c1cccc2nsnc12
  25.7%	-9.0%	48.6*	nt	?	77.3*
Cc1cc(C)nc(NC(=O)CCCC(=O)O)c1
  14.1%	2.4%	-1.9	31.8%[activator]	114.0%[activator]	-1.9
COc1ccc(NC(=O)C2CCN(S(=O)(=O)c3cccs3)CC2)cc1OC
  ?	nt	nt	-14.8%	?	nt
Cc1cc(C)nc(NC(=O)c2ccc(C)o2)n1
  5.5%	nt	-2.4	38.4%[activator]	2.1%	-3.7
CC(C)C(=O)N(c1ccc2oc(=O)sc2c1)S(=O)(=O)c1ccccc1
  -1.4%	-12.8%	1.3	?	nt	7.3
O=c1c2c3c(sc2nc2n1CCCC2)CCCCC3
  ?	1.6%	43.8*	22.9%	nt	51.0
C=CCn1ccc(=NC=C(C#N)C#N)c2ccccc21
  -14.8%	-0.4%	2.0	?	?	22.3
COc1cccc(OCc2cc(C(=O)N(C)CCC3CCCCO3)no2)c1 (configuration not stated)
  -24.0%	nt	75.4*	6.7%	?	152.0*
N/C(=N/OC(=O)c1cccc([N+](=O)[O-])c1)c1cccc([N+](=O)[O-])c1
  ?	1.0%	-5.5	31.4%[activator]	24.3%	24.8

# Carrying on.
# Each structure is followed by: HCV inh	Giardia FBPA inh	CHX counter	Pf growth 48h	Pf growth 96h	Shiga inhibitor
COc1cc(NS(C)(=O)=O)c(OC)cc1NC(=O)c1cccc(F)c1
  -6.7%	-16.1%	-2.7	1.8%	nt	21.2
COC(=O)CSc1nc(NCc2ccccc2)nc(N(C)C)n1
  1.0%	2.1%	5.6	19.2%	15.9%	2.2
COc1ccc(OC)c(Nc2nc(NCCC(C)C)nc(N)c2[N+](=O)[O-])c1
  ?	3.6%	-2.0	?	?	24.5
O=C(CN1CCc2ccccc2C1)NC1CCCC1
  13.0%	4.2%	6.2	0.7%	-5.3%	-2.2
Cc1cc(Nc2ccc(Cl)cc2)n(-c2cccc(Cl)c2)n1
  -23.3%	-8.5%	-5.2	?	nt	33.1
COc1ccc(OC)c(NP(=O)(Oc2ccc(Cl)cc2)Oc2ccc(Cl)cc2)c1
  16.4%	-3.0%	-2.0	?	?	-14.8
N#CCCn1cc(C(=O)Nc2ccc([N+](=O)[O-])cc2)c(-c2cccs2)n1
  -15.3%	3.4%	-4.3	14.6%	40.2%[activator]	-17.0
CCC(=O)Nc1ccc(C(=O)OCc2ccccc2)cc1
  -0.5%	11.4%	39.0*	17.1%	8.1%	77.4*
O=C(N/N=C/c1ccc[nH]1)c1cc(-c2cccs2)nc2ccccc12
  ?	-11.6%	-1.4	?	?	-1.1
O=C(Nc1ccc(NS(=O)(=O)c2ccccc2)cc1)c1ccccc1
  -27.6%	-3.6%	-1.7	9.6%	-33.2%	-7.5
Cc1cc([N+](=O)[O-])cc(C)c1OCC(=O)N/N=C/c1ccc(OC(=O)c2ccccc2Br)cc1
  ?	4.6%	0.2	3.3%	10.4µM*	10.5
CCCCOc1ccc(NC(=O)CN2CCN(CC)CC2)cc1
  ?	?	2.7	11.8%	-33.4%	-3.4
